# TRPC6 inhibitor – mouse TRPC6 channel inhibition; B-score at 10 µM; AID 2553; HEK293-TRPC6, membrane potential dye, ACh-evoked depolarization; stronger effect = lower value; 1.1% of 310,000 active;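 active = B-score under library mean minus 3 SD, initial fluorescence not abnormally high, positive integrated signal ratio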;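 note: B-score derived from integrated fluorescence ratio over the kinetic read; more negative B-score means stronger inhibition of depolarization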
# TRPC4 agonist – opens the mouse TRPC4 cation channel; Q9QUQ5; HEK293 TRPC4beta/mu-opioid, Fluo4 calcium fluorescence; stronger effect = higher value; B-score at 10 µM; 0.49% of 310,000 active; AID 2237;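 active = B-score above 5 SD of library B-scores, and initial fluorescence ratio not above library mean plus 5 SD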;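 note: positive B-score marks a calcium rise read as TRPC4 activation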
#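 System – HEK293 cells stably co-expressing mouse TRPC4beta and mu-opioid receptor · Signal – Fluo4 calcium-sensitive dye fluorescence, kinetic, 1 Hz baseline · Benchmarks – buffer (low) and maximal DAMGO (high) · Read-out – B score of integrated fluorescence ratio per well · Incubation – dye loading 45 min room temperature, 110 s kinetic read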
# TRPC4 PAM – allosteric potentiators of mouse TRPC4 channel; HEK293 TRPC4beta/mu-opioid, DAMGO EC20, Fluo-4 Ca2+ flux; stronger effect = higher value; B-score at 10 µM; 0.42% of 310,000 active; AID 2227;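 active = B-score of calcium response area above 5 SD of library B-scores, with initial fluorescence ratio within 5 SD of library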;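 note: B-score of integrated fluorescence ratio over time as area under calcium response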
# MrgX1 allo act – human MrgX1 positive allosteric modulation, primary screen; Q96LB2; MrgX1-HEK293, Fluo-4 calcium flux, FDSS; stronger effect = higher value; B-score at 10 µM; 0.63% of 310,000 active; AID 588675;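 active = plate-corrected calcium response at least 3 library SD above typical, normal starting fluorescence, not activating the receptor alone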;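 note: compound read alongside a low EC10 to EC30 dose of BAM8-22 agonist; peak minus trough fluorescence over baseline measured at the second addition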
# Target sequence (Q96LB2 whole entry, looked up): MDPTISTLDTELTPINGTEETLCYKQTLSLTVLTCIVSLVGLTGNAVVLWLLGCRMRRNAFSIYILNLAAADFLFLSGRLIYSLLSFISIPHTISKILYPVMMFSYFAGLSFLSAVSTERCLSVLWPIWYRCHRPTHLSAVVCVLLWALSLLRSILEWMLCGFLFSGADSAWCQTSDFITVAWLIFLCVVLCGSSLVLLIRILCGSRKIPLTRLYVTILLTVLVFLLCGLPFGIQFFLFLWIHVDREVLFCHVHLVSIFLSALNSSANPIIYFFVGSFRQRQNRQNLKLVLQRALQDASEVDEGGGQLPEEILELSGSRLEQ
# TRPC6 act – mouse TRPC6 channel activation; HEK293-TRPC6 membrane potential dye fluorescence; stronger effect = higher value; B-score at 10 µM; 0.13% of 310,000 active; Q61143;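 active = B-score of the integrated fluorescence ratio above library mean plus 3 SD, and starting fluorescence ratio within library mean plus 5 SD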;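 note: higher score means more depolarization so channel activation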
# MrgX1 antagonist – antagonists of human MrgX1 receptor; MRGX1-HEK293 calcium flux, Fluo-4, BAM8-22 antagonism; stronger effect = lower value; B-score at 10 µM; 1.3% of 310,000 active; AID 588676;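 active = calcium-response B-score plate-corrected more than 3 library SD below zero, starting fluorescence within 5 deviations, no agonist response on first addition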;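 note: peak minus trough fluorescence over baseline after final BAM8-22 challenge near maximal dose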
# TRPC4 block – blocks the mouse TRPC4 cation channel; Q9QUQ5; HEK293 TRPC4beta/mu-opioid, DAMGO-evoked Fluo4 calcium flux; stronger effect = lower value; B-score at 10 µM; 0.39% of 300,000 active;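 active = B-score over 3 SD under the library average, no early fluorescence shift, positive overall ratio signal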
#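 Assay system: HEK293 cells with stable TRPC4beta plus mu-opioid receptor expression. Dosing: single dose. Measured by: Fluo4 Ca2+ flux fluorescence. Also added: DAMGO in two steps, submaximal then maximal. Read-out: B score from integrated Fluo4 fluorescence ratio.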
# TMEM16A inh – mouse TMEM16A channel inhibition, primary screen; AID 588511; Q8BHY3; normalized B-score (activity score, 25-100; higher = stronger inhibition) at 10 µM; 1.2% of 310,000 active; HEK293 TMEM16A/YFP iodide influx fluorescence, ionomycin;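 active = ratio plate-corrected score three or more library SD toward inhibition, starting fluorescence score within five deviations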;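 note: score derived from kinetic fluorescence span divided by baseline fluorescence per well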
# ANO1 activ – mouse TMEM16A channel activation, primary screen | Q8BHY3 | 0.3% of 340,000 active | B-score at 10 µM | AID 623877 | HEK293 TMEM16A/YFP-H148Q/I152L, iodide quench fluorescence; stronger effect = lower value;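 active = fluorescence-ratio B-score plate-corrected deviation score at least 3 library SD below zero, with starting fluorescence score within 5 deviations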;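 note: channel opened by trigger with iodide after compound preincubation; score built on the fluorescence ratio of max minus min over baseline; more negative score means more quench and so TMEM16A activation or potentiation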
# SKKanGAS inh – SKKanGAS growth inhibition; S. pyogenes SKKanGAS, kanamycin growth, BacTiter-Glo, 6 h; AID 1662; 1.3% of 300,000 active; inhibition, % at 7.5 µM;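 active = mean replicate score, as percent of positive control median, at least 50; inconclusive = mean below 50 but one replicate at or above 50; inactive = mean and every replicate below 50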;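 note: strain carries kanamycin resistance gene driven by streptokinase promoter and grows in 40 µg/ml kanamycin; loss of luminescence reflects streptokinase promoter inhibition or plain growth inhibition; 0% = median of DMSO wells and 100% = positive control at its reference dose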
# MrgX1 ag – agonists of human MrgX1 receptor; 0.44% of 310,000 active; Q96LB2; MrgX1-HEK293 cells, Fluo-4 calcium fluorescence, agonist mode; stronger effect = higher value; AID 588627; B-score at 10 µM;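 active = calcium response B-score plate-corrected fluorescence ratio at least 3 library SD, with starting fluorescence B-score inside 5 SD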
#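 Material: MrgX1-expressing HEK293 cells; input: 15,000 cells per well; doses: test compound given as first of three sequential additions; schedule: overnight plating before 1 h dye loading; technique: Fluo-4 NW calcium-flux fluorescence, kinetic read; evaluation: baseline-normalised fluorescence change ratio, B-scored; control set: plate-wise positive and negative controls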
# Active calls of the source: *; i = inactive; ? = inconclusive; . = no result given. Rows were taken by chance; 6.7% or so of the library scored in one or more.
item | SMILES | TRPC4 PAM | MrgX1 antagonist | SKKanGAS inh | MrgX1 allo act | ANO1 activ | TRPC6 act | TRPC6 inhibitor | TRPC4 block | MrgX1 ag | TRPC4 agonist | TMEM16A inh
1 | CCOc1ccc(N(Cc2ccc(C(=O)O)cc2)S(=O)(=O)c2ccc(C)cc2)cc1 | i | i | 2 | i | i | i | i | i | i | i | i
2 | NC(=O)CC(NC(=O)Cc1ccc(Br)cc1)c1ccc(N2CCN(c3ccccn3)CC2)c([N+](=O)[O-])c1 (stereo not given) | i | i | 7 | i | i | i | i | i | i | i | i
3 | COc1ccc2[nH]c3c(=O)n(Cc4ccc(C(=O)N5CCCC5)cc4)c(=S)[nH]c3c2c1 | i | i | 11 | i | i | i | i | i | i | i | i
4 | O=C(N/N=C/c1cccnc1)c1cc2ccccc2cc1O | i | i | 3 | i | i | i | i | i | i | i | i
5 | COc1ccc(Nc2ccccc2)c(C)c1 | i | i | 1 | i | i | i | i | i | i | i | i
6 | O=c1[nH]c2cc([N+](=O)[O-])c(NCCO)c([N+](=O)[O-])c2[nH]1 | i | i | -16 | i | i | i | i | i | i | i | i
7 | O=C(O)C1CCCCC1C(=O)NCCc1ccncc1 (stereo not given) | i | i | 1 | i | i | i | i | i | i | i | i
8 | COc1ccc(CC2(C)OC(c3ccc(Cl)cc3)=NN2C(C)=O)cc1 (stereo not given) | i | i | 5 | i | i | i | i | i | i | i | i
9 | O=C(CSc1nnnn1-c1ccccc1)Nc1ccc(Cl)cn1 | i | i | -6 | i | i | i | i | i | i | i | i
10 | CCOC(=O)N1CCN(C(=O)CSc2ccc3nnc(-c4ccncc4)n3n2)CC1 | i | i | 3 | i | i | i | i | i | i | i | i
11 | Cc1ccc(S(=O)(=O)NCCN2CCOCC2)cc1C | i | i | -7 | i | i | i | i | i | i | i | i
12 | CN(C)S(=O)(=O)c1ccc(N2CCCC2)c(C(=O)NC2(C)CCS(=O)(=O)C2)c1 (stereo not given) | i | i | -8 | i | i | i | i | i | i | i | i
13 | Brc1ccc2ncnc(Nc3cccc4ccccc34)c2c1 | i | i | 2 | i | i | i | i | i | i | i | i
14 | CCC(=O)N(Cc1cc2cc(OC)ccc2[nH]c1=O)c1ccc(C)cc1 | i | i | -6 | i | i | i | i | i | i | i | i
15 | COCCNC(=O)Cc1c(C)c2c(cc(C)c3c(C)coc32)oc1=O | i | i | -3 | i | i | i | i | i | i | i | i
16 | COCCSc1ccccc1C(=O)NCc1ccc2c(c1)OCO2 | i | i | -7 | i | i | i | i | i | i | i | i
17 | CN(Cc1ccc(C#CCCO)cc1)CC1CCCN(CCc2ccc(Cl)cc2)C1 (stereo not given) | i | i | 3 | i | i | i | i | i | i | i | i
18 | CC(=O)Nc1cccc2c1Cc1ccccc1-2 | i | i | -6 | i | i | i | i | i | i | i | i
19 | COc1cccc(C(=O)N/N=C(/c2ccccc2)c2ccccn2)c1 | i | i | 56* | i | i | i | i | i | i | i | i
20 | CC(=O)c1cccc(NC(=O)Nc2ccc3c(c2)OCO3)c1 | i | i | . | i | i | i | i | i | i | i | i
21 | CCOC(=O)C1CCN(C(=O)CC(C)c2ccccc2)CC1 (stereo not given) | i | i | -3 | i | i | i | i | i | i | i | i
22 | Cc1csc(C(C)NC(=O)c2ccc(OC3CCN(CCc4ccccc4)CC3)cc2)n1 (stereo not given) | i | i | -2 | i | i | i | i | i | i | i | i
23 | COc1ccc([N+](=O)[O-])cc1NC(=O)C(C)OC(=O)c1cccnc1 (stereo not given) | i | i | -14 | i | i | i | i | i | i | i | i
24 | O=C(CSc1nnc(C2COc3ccccc3O2)o1)N1CCCc2ccccc21 (stereo not given) | i | -4.5* | -4 | i | i | i | i | i | i | i | i
25 | COc1cc(-c2[nH]ncc2CN2CCN(c3cccc(C)n3)CC2)cc(OC)c1OC | i | i | 3 | i | i | i | i | i | i | i | i
26 | CCOC(=O)C1(CC)NC(c2cccc(F)c2)C2C(=O)N(CC)C(=O)C21 (stereo not given) | i | i | -4 | i | . | i | i | i | i | i | i
27 | Cc1ccc2c(CN3CC(C)CC(C)C3)cc(=O)oc2c1 (stereo not given) | i | i | 1 | i | i | i | i | i | i | i | i
28 | COc1ccc(-c2nnc(Nc3ccc(OC)c(C(=O)N4CCCCC4)c3)c3ccccc23)cc1 | i | i | 18 | i | i | i | i | i | i | i | i
29 | Cc1cccc(C)c1NC(=O)NC1CCc2ccccc21 (stereo not given) | i | i | 2 | i | . | i | i | i | i | i | i
30 | CCn1ncc(-c2cc(C(=O)O)no2)c1C | i | i | -9 | i | i | i | i | i | i | i | i
31 | COc1cccc(C(C#N)N2N=C(C)CC2(C)C)c1O (stereo not given) | i | i | 4 | i | i | i | i | i | i | i | i
32 | CN1CCN(CC(O)COc2ccc(C(=O)O)cc2)CC1 (stereo not given) | i | i | -5 | i | i | i | i | i | i | i | i
33 | Cc1cc(NC(=O)CN2C(=O)C3CC=CCC3C2=O)no1 (stereo not given) | i | i | 0 | i | i | i | i | i | i | i | i
34 | Nn1c(SCC(=O)Nc2ccc3c(c2)OCO3)nncc1=O | i | i | -11 | i | i | i | i | i | i | i | i
35 | COc1ccccc1C(CC(=O)Nc1ccc(C)c(C)c1)c1ccc(OC(C)C)cc1 (stereo not given) | i | i | 16 | i | i | i | i | i | i | i | i
36 | Cn1cc(CN2CCc3ccccc3C2)c2ccccc21 | i | i | 3 | i | i | i | i | i | i | i | i
37 | COc1ccccc1NC(=O)c1ccc(NS(=O)(=O)c2cccc3cccnc23)cc1 | i | i | -3 | i | i | i | i | i | i | i | i
38 | Cc1c2c(n3c(nc4ccccc43)c1C#N)N(CCN(C)C)CC2 | i | i | 2 | i | i | i | -11* | i | i | i | i
39 | Cc1ccc(-c2nc(CN(CC3CCC3)CC3CCCO3)c(C)o2)s1 (stereo not given) | i | i | 1 | i | i | i | i | i | i | i | i
40 | O=C(/C=C/c1ccccc1)NC(=S)NNC(=O)c1ccco1 | i | i | 76* | i | i | i | i | i | i | i | i
41 | CS(=O)(=O)N1CCC(Oc2ccccc2C(=O)NC2CCOC2)CC1 (stereo not given) | i | i | 9 | i | i | i | i | i | i | i | i
42 | Cc1cc(C(=O)OCC(=O)Nc2ccc(F)cc2[N+](=O)[O-])c2ccccc2n1 | i | i | 1 | i | i | i | i | i | i | i | i
43 | COc1ccc(OC)c(C2C3=C(CCCC3=O)Nc3nnnn32)c1 (stereo not given) | i | i | 1 | i | i | i | i | i | i | i | i
44 | Clc1ccc(/C=C/c2ncc3ccccn23)cc1 | i | i | 9 | i | i | i | i | i | i | i | i
45 | COc1ccc(-n2nc(C(=O)NCC(=O)NCCc3ccc(OC)c(OC)c3)c3ccccc3c2=O)cc1Cl | i | i | 2 | i | i | i | i | i | i | i | 25*
46 | NNC(=O)c1oc2ccccc2c1-n1cccc1 | i | i | 3 | i | i | i | i | i | i | i | i
47 | CCC(C)NC(=O)[C@H]1N2C(=O)c3c(ccc(OC)c3OC)C2SC1(C)C (stereo not given in full) | i | i | -1 | i | i | i | i | i | i | i | i
48 | COCCN1C(=O)c2ccc(C(=O)NCc3cccnc3)cc2C1=O | i | i | -2 | i | i | i | i | i | i | i | i
49 | Cc1cc(OC(C)C(=O)NCCN2CCOCC2)c2c(C)cc(=O)oc2c1 (stereo not given) | i | i | 2 | i | i | i | i | i | i | i | i
50 | CCNc1nc(NCC)n2c(SCc3ccc(F)cc3)nnc2n1 | i | i | 1 | i | i | i | i | i | i | i | i
51 | CCn1cnc2sc(C(=O)Oc3cccc(C)c3)c(C)c2c1=O | i | i | ? | i | i | i | i | i | i | i | i
52 | FC(F)(F)C(F)(F)c1nnc2ccc(-n3ccnc3)nn12 | i | i | -2 | i | i | i | i | i | i | i | i
53 | CC(C)C(NC(=O)c1ccc(C(C)(C)C)cc1)C(=O)OCC(=O)NC(=O)Cc1ccccc1 (stereo not given) | i | i | 0 | i | i | i | i | i | i | i | i
54 | Cc1cccc(CC(=O)NCCN2CCOCC2)c1 | i | i | -9 | i | i | i | i | i | i | i | i
55 | COc1ccc2c(c1)nc(SCC(=O)c1cccs1)n2C | i | i | -3 | i | i | i | i | i | i | i | i
56 | CCC(C)C(=O)Nc1ccc(S(=O)(=O)Nc2nccs2)cc1 (stereo not given) | i | i | 1 | i | i | i | i | i | i | i | i
57 | COCCCNC(=O)Cc1c(C)c2c(cc(C)c3c(C)c(C)oc32)oc1=O | i | . | -14 | . | i | i | i | i | . | i | .
58 | O=C(c1nn2c(C(F)(F)F)cc(-c3ccccc3)nc2c1Cl)N1CCN2CCCC2C1 (stereo not given) | i | . | -5 | . | i | i | i | i | . | i | .
59 | COc1ccc(-c2n[nH]c(=S)n2-c2ccccc2C)cc1OC | i | i | -2 | i | i | i | i | i | i | i | i
60 | CC1(C)CC(=O)C(C2C3=C(CC(C)(C)CC3=O)OC3=C2C(=O)CC(C)(C)C3)=C(O)C1 | i | i | 40 | i | i | i | i | i | i | i | i

# (next part)
item | SMILES | TRPC4 PAM | MrgX1 antagonist | SKKanGAS inh | MrgX1 allo act | ANO1 activ | TRPC6 act | TRPC6 inhibitor | TRPC4 block | MrgX1 ag | TRPC4 agonist | TMEM16A inh
61 | COc1ccc(CN(C(=O)/C=C/c2ccco2)C2CCS(=O)(=O)C2)cc1OC (stereo not given) | i | i | 6 | i | i | i | i | i | i | i | i
62 | O=C1c2oc3ccc(Cl)cc3c(=O)c2C(c2ccccn2)N1CCCN1CCOCC1 (stereo not given) | i | i | 1 | i | . | i | i | i | i | i | i
63 | COC(=O)c1cccc(NC(=S)Nc2ccc(Cl)c(Cl)c2)c1 | i | i | -5 | i | i | i | i | i | i | i | 100*
64 | Cc1nnc(SCC(=O)c2ccccc2F)n1Cc1ccccc1 | i | i | -3 | i | i | i | i | i | i | i | i
65 | Nc1ccccc1Nc1ccncc1[N+](=O)[O-] | i | i | -3 | i | i | i | i | i | i | i | i
66 | Cc1cccc(NS(=O)(=O)c2cnc(Cl)c(Br)c2)n1 | i | i | 4 | i | i | i | i | i | i | i | i

# Screening results as filed in PubChem BioAssay.
